# Bioassay records as filed in PubChem.
# MT stabilize HCS: stabilizes microtubules in HeLa cells. HeLa tubulin immunostaining HCS, 24 h; share of cells brighter than vehicle mean+2SD. % tubulin-high responders, % at 10 µM. 0.83% of 200,000 active. AID 2205;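 active = plate Z-score above 3 for both tubulin-high and condensed-nucleus cell shares, with cell loss under 80%, at 10 µM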;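 note: anti alpha tubulin signal scored within the nucleus-defined area of each cell; some results filed as inactive read as strong as hits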
# Ins promoter up: MIN6 insulin promoter up-regulation; MIN6 insulin promoter-GFP reporter, high-content imaging; hits give high values; z-score at 5 µM; 0.3% of 190,000 active;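 active = z-score above 3 at 5 µM with at least 500 cells counted in the well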
# M17LAP inhibition: P. falciparum M17LAP inhibitors, primary screen, biochemical, fluorogenic H-Leu-NHMec substrate, 1536-well (AID 1619); recombinant M17LAP, H-Leu-NHMec fluorogenic kinetic assay; higher % means a stronger effect; one-dose inhibition, % at 30 µM; IC50 in µM for titrated hits; 0.38% of 220,000 active;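 active = compound inhibiting the enzyme by more than half at any dose during confirmatory dose-response retesting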;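 note: plate controls were full reaction with DMSO carrier for no effect and no enzyme background for full effect; strong numbers were not always called active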
# NOD1 inhibition: NOD1 signaling inhibitors, primary screen, cell-based, luminescence, uHTS (AID 1578); NOD1-driven NF-kB luciferase reporter cells, luminescence; higher % means a stronger effect; inhibition, % at 4 µM; hits with a dose series show EC50 in µM; 1% of 290,000 active; in the data active = inhibition mostly above about 36%, no sharp cut-off; inactive = mostly below about 34%;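 note: HEK-293T reporter cells stimulated with the NOD1 agonist gamma-tri-DAP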
# NOD2 inhibition: inhibition of NOD2-driven NF-kB reporter – cell-based, luminescence, uHTS, HEK293 (AID 1566); HEK293 NOD2/NF-kB luciferase reporter, luminescence; higher % means a stronger effect; one-dose inhibition, % at 4 µM; EC50 in µM for titrated hits; 0.63% of 290,000 active; in the data active = inhibition above about 50%; note: many of its hits are not listed in these tables
# Dynein transport: blocks dynein driven cargo transport along microtubules; 3617.4 mouse cells, GR-EGFP nuclear translocation imaging; test concentration mostly 20 µM; stimulated with dexamethasone, 1 µM; hits give low values; z-score, hits read low; 0.47% of 220,000 active;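 active = plate z-score of nuclear minus cytoplasmic receptor signal below a set negative limit, without overly bright fluorescence or cell loss, cut at about -3.5 in these data, passing the limit was not always enough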;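 note: z-score of nuclear minus cytoplasmic ring GR-EGFP intensity difference per well; some compounds called inactive have numbers as strong as hits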
#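 Buffer or medium: tet-free, stripped-serum medium; Also added: dexamethasone, 1.0 µM final; Technique: high-content fluorescence imaging after fixation; Times: 48 h induction, 1 h compound, 30 min dex at 37 °C; Read-out: per-cell GR-EGFP intensity, nucleus versus surrounding cytoplasmic ring, well-averaged.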
# Autophagy HCS: modulators of autophagy. 0.98% of 190,000 active. AID 463193. calls only at 10 µM (by protocol). MEF GFP-LC3 puncta imaging; test concentration mostly 10 µM;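 active = percentage of spot-positive cells more than 3 SD above its plate mean, without a fluorescence outlier flag or 80% toxicity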;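 note: spot-positive cell cutoff set from DMSO-treated cells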
# b-catenin transl: beta-catenin nuclear translocation modulation | 0.3% of 190,000 active | AID 1665 | nuclear translocation activity, % at 5 µM | HeLa beta-catenin nuclear translocation, immunofluorescence imaging;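 active = nuclear translocation activity above 50% at 5 µM, with a well cell count of 50 or more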;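 note: per-cell ratio of nuclear to cytoplasmic median beta-catenin stain intensity; plate controls were DMSO negative control for no effect and GSK-3 inhibitor IX positive control for full effect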
#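 Read-out: Nuclear/cytoplasmic beta-catenin signal ratio, % activation | Assay system: Human HeLa cell line | Times: 24 h compound exposure at 37°C, 5% CO2 | Signal: Fluorescence imaging of beta-catenin antibody stain plus DAPI | Dosing: 5 µM primary, 0.02–20 µM confirmation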
# Yfh1-depleted yeast: mitochondrial function rescue without frataxin homolog – Friedreich's ataxia, plus single-dose screen, dose response (AID 1465). S. cerevisiae Yfh1-off respiration, WST-1 reduction, 72 h; higher fold induction means a stronger effect. fold induction at 50 µM, or EC50 in µM where a hit was titrated. 0.074% of 220,000 active;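 active = fold induction of absorbance versus untreated yeast above a set limit, then at least 30% activation at any dose in follow-up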;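 note: activators that raise dye reduction in frataxin-depleted yeast; strong numbers were not always called active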
# Dynein transport cytoplasmic EGFP: second read-out of Dynein transport, no call of its own (marks repeat the call); z-score; measured here: cytoplasmic GR-EGFP intensity; hits give high values
# Dynein transport nuclear GR-EGFP: recorded beside Dynein transport, whose call it bears; z-score; measured here: nuclear GR-EGFP intensity;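 lower value marks the stronger effect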
# Dynein transport cell count: further read-out of Dynein transport, marked with its call; z-score; measured here: cell count per field
# Ins promoter up cell count: further read-out of Ins promoter up, marked with its call; cell count; measured here: cytotoxicity, nuclei count;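 total cells summed across four imaged fields per well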
# b-catenin transl cell count 5 µM: also measured in b-catenin transl; calls as there; cell count; measured here: cell count, cytotoxicity flag
# MT stabilize HCS Hoechst-high %: second read-out of MT stabilize HCS, no call of its own (marks repeat the call); % Hoechst-high responders; measured here: nuclear condensation Hoechst responders;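 share of cells brighter than vehicle mean plus two SD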
# MT stabilize HCS cytotoxicity %: second read-out of MT stabilize HCS, no call of its own (marks repeat the call); toxicity, %; measured here: cytotoxicity by cell density;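 0% = mean cell density of plate MIN control wells and 100% = no cells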
# Autophagy HCS cell loss 18 h: also measured in Autophagy HCS; calls as there; toxicity, %; measured here: cell loss, nuclei count;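 cell loss after 18 h compound exposure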
# Numbers without * were called inactive; i = inactive; nt = not tested or not shown. These rows are one share of the data, so the mix of outcomes need not match the whole.
compound	Dynein transport nuclear GR-EGFP	Dynein transport cytoplasmic EGFP	MT stabilize HCS cytotoxicity %	M17LAP inhibition	NOD2 inhibition	MT stabilize HCS	Autophagy HCS	Yfh1-depleted yeast	MT stabilize HCS Hoechst-high %	b-catenin transl	Dynein transport cell count	Autophagy HCS cell loss 18 h	Ins promoter up cell count	b-catenin transl cell count 5 µM	Dynein transport	Ins promoter up	NOD1 inhibition
COC(=O)CN1C(=O)C(O)(CC(=O)c2cccc(Br)c2)c2ccccc21 (stereo not given)	-0.16	-0.19	1.9	-1%	-6%	3.2	i	i	3.2	-6.5	-0.18	2	898	1143	-0.45	0.32	-27%
O=C(NNC(=O)c1nn(-c2ccc(F)cc2)ccc1=O)Nc1cccc(Cl)c1	0.11	-0.22	nt	15%	6%	nt	nt	i	nt	-1.1	-0.62	nt	1125	1311	-0.42	0.37	-7%
Cc1cc(NC(=O)c2cc(-c3ccncc3)nc3c(C)cccc23)no1	-0.23	-0.24	32*	-4%	-4%	37*	i	i	48*	nt	-0.059	56	1279	nt	0.048	0.1	-6%
CS(=O)(=O)N1CCC(C(=O)NCc2ccc(F)cc2)CC1	0.98	-0.24	5.8	12%	3%	5.2	i	i	1.6	1.1	-0.84	-7	1190	1075	0.56	-0.75	-18%
CCCCCC(=O)Nc1ccccc1N1CCOCC1	-0.49	-0.27	12	-22%	8%	3.4	i	i	3.2	-1.9	0.95	5	694	508	-0.57	-0.39	-19%
COC(=O)[C@H](CCSC)NC(=O)NC1CC1	-0.22	-0.27	nt	-6%	13%	nt	nt	i	nt	-1.3	0.084	nt	1350	1158	-0.31	0.09	-13%
Cn1nc(-c2ccccc2)c2ncc(C(F)(F)F)cc21	0.59	-0.15	0.7	-9%	-13%	0.8	i	i	1.5	-0.1	-0.13	-4	1170	970	0.41	0.08	22%
COc1ccc(CC(=O)NCc2nc(-c3ccccc3)no2)cc1	0.34	-0.27	5.3	-4%	8%	2.9	i	i	3.3	0.0	-0.069	-7	1417	1458	0.085	-0.08	-30%
Cc1cccc(OCC(=O)Nc2cccc3nsnc23)c1	0.32	-0.32	19	-4%	8%	0.5	i	i	1.2	nt	-0.18	-7	997	nt	0.76	-0.05	-24%
COc1ccc(Oc2c(Cl)cnn(-c3ccccc3)c2=O)cc1	0.13	-0.1	8.4	6%	6%	2.5	i	nt	2.2	nt	1.2	-39	nt	nt	-0.52	nt	3%
Cn1nc(C(=O)OCC(=O)c2ccc[nH]2)c2ccccc2c1=O	-0.33	-0.34	2.8	3%	17%	1.2	i	i	1.1	-1.0	-0.39	2	1251	1103	0.49	-0.46	0%
Cc1[nH]n(-c2ccc(Cl)cc2)c(=O)c1C=Nc1ccc(S(=O)(=O)N2CCOCC2)cc1	-0.36	-0.37	7.4	15%	-4%	3.9	i	i	2.5	-1.9	1.3	0	1439	983	-1.2	-0.51	-15%
CN(C)C(=O)c1ccc(-c2n[nH]c(=O)c3ccccc23)cc1	0.64	-0.2	8.7	3%	13%	2.1	i	i	4.4	0.1	-0.31	-6	1522	1083	0.53	0.09	1%
CCOC(=O)C1(CCc2ccccc2)CCN(Cc2ccccn2)CC1	-0.36	-0.27	9.2	-4%	-10%	2.6	i	i	2.4	3.6	0.88	-3	1459	985	-0.98	0.79	-27%
CCc1ccc(N/C(N)=N/c2nc(CSc3ccccn3)cc(=O)[nH]2)cc1	-0.22	-0.13	29*	-4%	-4%	17*	i	i	34*	1.2	-0.47	10	1317	977	-0.26	-1.1	17%
Clc1ccc(CNc2ccc(CNc3ncn[nH]3)cc2)c(Cl)c1	1.4	-0.23	nt	-7%	-28%	nt	nt	i	nt	-0.2	-0.98	nt	882	1351	1.6	0.15	5%
CC(C)CC(NC(=O)CCl)c1ccccc1 (stereo not given)	-0.33	-0.14	6.3	-29%	13%	1.8	i	i	4.4	0.5	0.21	-7	1200	995	-0.19	1.6	4%
CN(CCOC(=O)CN1C(=O)c2ccccc2C1=O)C1=NS(=O)(=O)c2ccccc21	0.56	0.043	4.7	2%	10%	3.0	i	i	2.4	-1.2	0.17	-3	1442	1054	0.42	-0.41	-29%
COC(=O)C(C(=O)Nc1cc(C)on1)C1CCCCCC1 (stereo not given)	-0.66	-0.24	1.3	0%	3%	12	i	i	3.8	7.7	1	-3	1268	1168	0.31	-1	-10%
COc1cccc(-c2nnc(SCC(=O)Nc3ccc(OC)c(OC)c3)n2N)c1	0.32	-0.22	12	2%	-5%	1.4	i	i	1.7	-1.3	-0.017	-3	1071	896	0.32	0.04	-16%
O=C(Cc1c(Cl)cccc1Cl)Nc1cccnc1	-0.42	-0.37	17	-3%	7%	2.2	i	i	1.4	0.6	0.64	4	1136	1025	-0.73	1	-43%
COc1cc(C)nc(Oc2ccc(=O)[nH]n2)n1	0.8	-0.25	6.3	-6%	2%	2.7	i	i	2.0	-5.1	-0.34	12	1120	888	0.32	-0.45	-1%
CCCCOC(=O)Sc1nc2ccccc2o1	-0.36	-0.32	4.5	8%	9%	4.3	i	i	3.0	0.3	0.45	-10	1001	1151	-0.75	0.18	7%
O=c1c2ccccc2sn1-c1cc(S(=O)(=O)N2CCOCC2)ccc1N1CCCC1	-0.51	-0.094	8.1	8%	13%	2.3	i	i	1.8	-5.5	-0.041	-7	nt	894	-1.1	nt	2%
O=C1CS/C(=C\S(=O)(=O)c2ccc(Cl)cc2)N1	-0.18	-0.26	11	40µM*	19%	1.8	i	i	1.9	2.5	1.8	13	1231	704	-0.51	0.29	24%
Nc1nc(-c2ccccc2)cn1/N=C/c1ccccc1	0.34	0.042	nt	-7%	-65%	nt	nt	i	nt	28	0.16	nt	999	876	-0.14	-0.74	1%
Nc1cc(S(=O)(=O)C(F)(F)F)ccc1C(=O)O	-0.089	0.053	11	8%	14%	1.1	i	i	1.9	-4.8	0.58	-30	1264	1063	-0.44	-0.34	-1%
CC(=O)N(NC(=O)c1ccccc1Cl)C1CC(=O)N(c2ccc(C)cc2)C1=O (stereo not given)	0.69	2.8	5.3	8%	1%	3.3	i	i	1.9	-0.5	0.29	2	1468	1372	-0.68	-0.08	-21%
O=C(COc1ncnc2ccccc12)NCc1ccco1	-0.19	-0.31	5.5	14%	3%	2.2	i	i	1.5	-2.4	0.079	4	1028	1103	-0.66	0.49	33%
O=C(CSc1nc(O)cc(=O)n1C1CCCC1)Nc1cccc(Cl)c1Cl	0.19	-0.18	5.0	3%	5%	3.9	i	i	3.0	-0.3	-1.6	0	1194	1084	0.35	1.6	-5%
COc1ccccc1N1CCN(C(=O)CN2C(=O)c3ccccc3C2=O)CC1	-0.12	-0.25	3.0	4%	-25%	1.7	i	i	2.5	5.7	0.29	5	1458	862	-0.22	-0.68	9%
Nc1nc(Cl)cc(N2CCOCC2)n1	-0.52	-0.24	6.9	-6%	10%	1.8	i	i	1.5	nt	0.8	2	nt	nt	-0.48	nt	6%
CCOc1ccc(C(C)=O)cc1CSc1nnc(-c2ccoc2C)n1N	0.28	-0.3	6.8	6%	9%	4.6	i	i	1.9	-0.7	-0.87	15	977	1167	0.22	0.04	0%
O=S(=O)(NCC(c1cccnc1)N1CCOCC1)c1ccccc1 (stereo not given)	0.034	-0.29	0.5	6%	9%	1.4	i	i	2.0	0.6	-0.26	4	1164	1233	0.6	0.31	-20%
Cc1ccc(-c2nn(-c3ccccc3)cc2/C=C/C(=O)Nc2nccs2)cc1	-0.64	-0.24	5.2	-8%	-65%	10	i	i	3.5	-0.6	0.58	17	1311	1051	-0.89	-0.06	-44%
O=C(NCCNC1CCC(c2ccccc2)CC1)c1ccc(F)cc1 (stereo not given)	-0.12	-0.28	9.6	-3%	-23%	5.5	i	i	0.9	0.7	-0.22	5	1373	1480	0.047	-0.85	-4%
CCC1CCCCN1C(=O)COc1cccc2c1CCN(C)C2=O (stereo not given)	-0.18	-0.27	4.2	-1%	-6%	3.8	i	i	2.5	-0.5	0.88	12	1168	1066	-0.29	0.25	-31%
CCCOc1ccc(/C=N/NC(=O)CSCc2ccc([N+](=O)[O-])cc2)cc1OCC	0.19	-0.25	6.4	1%	0%	3.1	i	i	2.4	-0.5	0.32	16	1406	1161	0.19	-0.43	-14%
N#Cc1ccc(OCc2noc(-c3ccsc3)n2)cc1	0.081	-0.27	nt	-3%	-9%	nt	nt	i	nt	0.2	0.19	nt	1432	1050	0.16	-0.04	-7%
O=C(COC(=O)c1cccc(F)c1)Nc1cccnc1Cl	0.85	-0.21	1.1	-3%	0%	1.9	i	i	2.0	-4.8	-0.37	-10	1356	1198	1.7	-0.21	-37%
COCCNC(=O)c1ccccc1-c1nc(-c2ccccc2OC)no1	0.15	-0.23	7.3	-3%	2%	2.9	i	i	2.2	-0.4	-0.29	0	1175	1141	-0.038	0.24	-28%

# Pulled one by one from the entries so far:
compound	Dynein transport nuclear GR-EGFP	Dynein transport cytoplasmic EGFP	MT stabilize HCS cytotoxicity %	M17LAP inhibition	NOD2 inhibition	MT stabilize HCS	Autophagy HCS	Yfh1-depleted yeast	MT stabilize HCS Hoechst-high %	b-catenin transl	Dynein transport cell count	Autophagy HCS cell loss 18 h	Ins promoter up cell count	b-catenin transl cell count 5 µM	Dynein transport	Ins promoter up	NOD1 inhibition
O=C(COC(=O)c1cccc(F)c1)Nc1cccnc1Cl	0.85	-0.21	1.1	-3%	0%	1.9	i	i	2.0	-4.8	-0.37	-10	1356	1198	1.7	-0.21	-37%
COCCNC(=O)c1ccccc1-c1nc(-c2ccccc2OC)no1	0.15	-0.23	7.3	-3%	2%	2.9	i	i	2.2	-0.4	-0.29	0	1175	1141	-0.038	0.24	-28%
